# All columns: NCI-60 one-dose screen, growth in % after 48 h at 10 µM unless noted; 100 = growth as untreated, 0 = no growth, -100 = all killed.
# NCI/ADR-RES: NCI/ADR-RES ovarian cells. 4.4% of 81,000 active. AID 1794790
# HT29: HT29 colon cancer; 7.4% of 81,000 active; AID 1794748
# NCI-H322M: NCI-H322M lung cancer; 2.7% of 80,000 active
# HCT-116: HCT-116 colon cancer | AID 1794798 | 7.3% of 82,000 active
# HCT-15: HCT-15 colon cancer | 5.2% of 82,000 active
# NCI-H226: NCI-H226 lung cancer. 3.5% of 79,000 active
# COLO 205: COLO 205 colon cancer; 7.3% of 79,000 active; AID 1794742
# NCI-H460: NCI-H460 lung cancer; 6.8% of 82,000 active; AID 1794736
# NCI-H522: NCI-H522 lung cancer; 8% of 78,000 active; AID 1794739
# * hit, by the source's call; / = no result given; [ ] = another dose, or the depositor's remark. How the source made its calls: active means growth percent below 10; inactive means the rest.
1) N#Cc1ccc([N+](=O)[O-])cc1NC(N)=S
2) CC(=O)CC/C=C(\C)CCC=C(C)C
3) N=c1c2c(-c3ccccc3)c(-c3ccccc3)oc2ncn1N1C(=O)CCC1=O
4) CC(Br)Cc1ccc2c(c1)OCO2 (stereo not drawn)
5) c1cncc(CNc2ccccc2-c2nnc(Nc3ccc4c(c3)OCCO4)o2)c1
6) Cc1cnc(CN(C)C[C@H]2Cc3c(cccc3N3CCNCC3)CN2)c(C)c1
7) O=C(Cn1c(=O)[nH]c2ccccc2c1=O)NCC(=O)N/N=C/c1ccco1
8) O=C(O)c1ccc(-c2nn(-c3ccc(C(F)(F)F)cc3)cc2CNc2ccc(Br)cc2)cc1

assay / entry,1,2,3,4,5,6,7,8
NCI/ADR-RES,114.0,115.6,102.0,101.3,6.1*,107.1,98.8,77.4
HT29,93.4,95.9,105.7,98.9,2.3*,44.1,101.7,83.1
NCI-H322M,102.6,/,104.1,104.1,49.6,74.6,91.5,73.4
HCT-116,98.9,101.5,103.7,102.2,9.5*,60.6,93.9,59.4
HCT-15,106.5,106.7,103.2,104.4,19.0,85.4,96.6,48.2
NCI-H226,101.2,90.9,94.0,94.9,7.4*,86.8,97.4,80.3
COLO 205,103.9,107.6,112.7,102.8,-21.9*,44.9,103.7,102.1
NCI-H460,106.1,102.6,101.5,103.9,4.6*,57.9,104.0,69.3
NCI-H522,80.4,101.2,91.8,92.1,-28.3*,72.1,99.1,75.0

# Look-ups from above:
# Result of N=c1c2c(-c3ccccc3)c(-c3ccccc3)oc2ncn1N1C(=O)CCC1=O under HCT-116: 103.7
# Result of Cc1cnc(CN(C)C[C@H]2Cc3c(cccc3N3CCNCC3)CN2)c(C)c1 under HCT-116: 60.6
# Result of CC(Br)Cc1ccc2c(c1)OCO2 (stereo not drawn) under NCI-H522: 92.1
# Result of O=C(Cn1c(=O)[nH]c2ccccc2c1=O)NCC(=O)N/N=C/c1ccco1 under HT29: 101.7

# Later entries.
9) Nc1ccc(CC(=S)N2CCOCC2)cc1
10) O=C1/C(=C\c2ccc(Br)cc2)CN(C(=O)c2ccccc2F)C/C1=C\c1ccc(Br)cc1
11) Cc1c(C)c2c(c(C)c1OCCCC(=O)O)CC[C@@](C)(CCC[C@@H](C)CCC[C@@H](C)CCCC(C)C)O2
12) CC(=O)Oc1ccccc1Cl
13) Cc1ccccc1N1C(c2ccccc2)=NNC12C=CC(=O)C=C2Cl (stereo not drawn)
14) O=C(N/N=C\c1ccc(Cl)cc1Cl)c1ccncc1
15) Nc1cccc(Cl)c1N
16) Brc1ccc2[nH]cc(-c3nc(-c4c[nH]c5ncccc45)cs3)c2c1

assay / entry,9,10,11,12,13,14,15,16
NCI/ADR-RES,105.9,12.7,95.6[50 µM],107.4,98.7,101.7,101.7,32.7
HT29,98.2,-47.4*,114.7[50 µM],112.8,96.2,90.1,/,9.7*
NCI-H322M,98.7,60.7,95.5[50 µM],100.9,95.4,105.8,99.5,42.0
HCT-116,102.1,-76.1*,96.5[50 µM],104.8,103.2,100.9,100.0,17.5
HCT-15,105.9,5.6*,101.3[50 µM],97.5,108.3,102.5,96.5,-32.3*
NCI-H226,97.0,-30.3*,97.4[50 µM],96.8,115.2,102.1,100.8,62.4
COLO 205,101.3,5.3*,118.5[50 µM],116.4,99.3,117.9,103.5,18.5
NCI-H460,114.5,43.3,107.2[50 µM],104.3,115.2,105.4,100.6,15.7
NCI-H522,86.3,-1.4*,100.9[50 µM],97.8,95.2,84.8,71.1,25.0

17) Cc1ccc2c(c1)C(=O)/C(=C/c1ncc([N+](=O)[O-])n1C)O2
18) O=C(CSc1nnc(COc2cnc3ccccc3n2)o1)Nc1cccc(Cl)c1
19) COc1ccccc1N=C1SCC(=O)N1Cc1ccco1
20) CCN(CC)CCN1C(=O)c2c(c(C)c3c(oc4ccc(O)cc43)c2C)C1=O
21) N#CCCN(C(=S)Nc1cccc(C(F)(F)F)c1)C1CCCCC1
22) O=C1c2ccccc2C(=O)c2c(SC(=S)N3CCCC3)cccc21
23) CCN1c2ccccc2SC1CC1=C(O)C(CC2Sc3ccccc3N2CC)=C1O (stereo not drawn)
24) C(=N\Nc1nnc2n1N=C(c1ccccc1)CS2)/c1ccsc1

assay / entry,17,18,19,20,21,22,23,24
NCI/ADR-RES,-4.0*,100.2,100.0,21.7,98.2,97.8,99.9,96.2
HT29,-19.8*,110.9,/,67.9,101.0,83.3,113.8,118.9
NCI-H322M,75.6,101.3,122.2,33.2,91.4,/,104.1,101.2
HCT-116,7.7*,97.4,100.8,-62.6*,92.3,87.0,103.0,108.5
HCT-15,/,102.6,92.1,10.5,105.2,91.2,103.4,99.2
NCI-H226,65.7,96.3,101.7,70.0,88.9,88.1,99.9,92.7
COLO 205,-74.8*,104.9,104.0,83.2,92.7,70.3,118.0,116.0
NCI-H460,-38.0*,102.7,100.3,-45.6*,112.1,97.5,104.4,108.4
NCI-H522,-64.1*,102.5,97.6,68.2,74.4,62.8,99.1,92.8

25) OCc1ccccc1O[C@@H]1O[C@H](CO)[C@@H](O)[C@H](O)[C@H]1O
26) Nc1nonc1-n1nncc1-c1ccc(Cl)s1
27) N#Cc1c(-c2ccc(Cl)cc2)n(O)c2ccccc12
28) CCCCc1ccncc1
29) N#CC(C#N)N=Nc1ccccc1C(=O)O
30) CCNc1ccc(Nc2ncnc3c2cnn3CC(C)=O)cc1
31) N#Cc1nccc2ccc(OCc3ccc(Br)cc3)cc12
32) COc1ccc(OC)c(/C=N/NC(=O)Cn2c(C(C)C)nc3ccccc32)c1

assay / entry,25,26,27,28,29,30,31,32
NCI/ADR-RES,101.0,109.2,2.7*,107.0,107.7,103.8,96.3,99.7
HT29,111.4,107.7,82.8,112.7,107.4,90.2,103.6,102.9
NCI-H322M,99.4,/,/,105.7,110.0,92.8,82.8,112.3
HCT-116,105.1,110.6,12.9,108.4,110.6,93.6,102.9,97.6
HCT-15,113.2,106.0,22.6,110.0,101.5,99.6,96.0,109.9
NCI-H226,102.3,/,75.7,99.7,103.2,89.8,83.6,103.1
COLO 205,105.5,111.1,115.4,170.4,112.1,110.7,99.1,103.7
NCI-H460,109.8,107.1,9.1*,127.6,111.2,105.5,95.1,112.2
NCI-H522,105.8,91.5,10.7,119.7,93.8,85.1,95.8,85.2

33) Nc1nc(-c2ccccc2)c(N=Nc2ccc(Cl)cc2[N+](=O)[O-])s1
34) Brc1ncnc2nc[nH]c12
35) COc1ccc2c(c1)c(-c1nc(N)nnc1-c1cn(C)c3ccc(Br)cc13)cn2C
36) CCCCCC1C(C)=CC(C)=C(C)C1(C)C[N+](C)(C)C (stereo not drawn)
37) CCOC(=O)N1CCN(CCCOc2cccc(N(CC)CC)c2)CC1
38) Cc1ccc2c(CSc3nc(-c4c(Cl)cccc4Cl)c(C#N)c(=O)[nH]3)cc(=O)oc2c1
39) O=C(Cc1c[nH]c2ccccc12)N=Nc1c(O)[nH]c2ccc(Cl)cc12
40) CCOC(=O)/C(C#N)=C\Nc1ccc2ncnc(Nc3ccc(Cl)cc3Cl)c2c1

assay / entry,33,34,35,36,37,38,39,40
NCI/ADR-RES,101.5,97.1,99.4,99.8,100.0,98.5,100.7,85.4
HT29,100.4,114.4,81.9,67.2,71.7,69.8,112.3,79.4
NCI-H322M,94.2,91.5,99.8,104.8,99.5,100.0,102.2,75.6
HCT-116,97.1,92.6,89.0,85.4,69.4,89.4,101.2,92.9
HCT-15,94.4,100.5,103.0,101.6,98.0,95.9,98.8,92.7
NCI-H226,77.4,88.3,100.1,101.0,86.3,99.1,/,99.8
COLO 205,101.3,121.7,92.0,62.0,95.4,103.4,117.7,108.0
NCI-H460,105.1,102.1,105.1,103.8,111.6,108.1,98.0,84.8
NCI-H522,82.7,96.4,97.2,81.5,62.1,44.0,91.2,95.8

# Entries of single compounds from above. Screens in order: NCI/ADR-RES, HT29, NCI-H322M, HCT-116, HCT-15, NCI-H226, COLO 205, NCI-H460, NCI-H522
# Record of COc1ccc2c(c1)c(-c1nc(N)nnc1-c1cn(C)c3ccc(Br)cc13)cn2C = 99.4, 81.9, 99.8, 89.0, 103.0, 100.1, 92.0, 105.1, 97.2
# Record of CCOC(=O)/C(C#N)=C\Nc1ccc2ncnc(Nc3ccc(Cl)cc3Cl)c2c1 = 85.4, 79.4, 75.6, 92.9, 92.7, 99.8, 108.0, 84.8, 95.8

# Remaining list, next part:
41) Cc1cc(C)c(-c2c(C)cc(C)cc2C)c(C)c1
42) COc1ccc2c(ccc3c(C(C)=O)cc(C(=O)c4ccc(Br)cc4)n32)c1
43) O=C(CCn1cc[n+](CC(=O)c2ccc(-c3ccccc3)cc2)c1)Nc1cccc2cccnc12
44) CS(=O)(=O)c1ccc(-c2nn(-c3ccccc3)cc2/C=N/NC(=O)c2ccccc2)cc1
45) CC(C)(C)n1nc(C2CC2)c(Br)c1NC(=O)c1ccc(Cl)cc1
46) CCCCOC(=O)N1CCCCC1CC (stereo not drawn)
47) COC(=O)C(O)c1ccccc1 (stereo not drawn)
48) O=C1Nc2ccccc2C1=Nc1ccc(O)cc1

assay / entry,41,42,43,44,45,46,47,48
NCI/ADR-RES,111.4,66.8,99.7,97.9,107.9,126.9,109.8,95.7
HT29,107.0,70.5,70.7,112.4,106.1,109.3,121.7,104.4
NCI-H322M,96.7,89.2,92.2,96.0,130.6,120.1,125.5,101.2
HCT-116,101.5,73.3,84.5,83.5,/,113.1,97.7,96.9
HCT-15,107.1,91.3,96.5,82.4,99.2,96.6,105.1,96.0
NCI-H226,100.5,64.2,83.3,80.0,89.2,100.2,106.6,96.9
COLO 205,105.6,86.0,72.8,107.2,108.3,112.6,110.9,107.5
NCI-H460,115.9,78.3,91.9,101.7,106.7,99.6,104.8,103.5
NCI-H522,102.3,64.5,48.0,88.6,/,101.7,/,98.5

# Some of the entries above in another layout:
nr | Structure | NCI/ADR-RES | HT29 | NCI-H322M | HCT-116 | HCT-15 | NCI-H226 | COLO 205 | NCI-H460 | NCI-H522
38 | Cc1ccc2c(CSc3nc(-c4c(Cl)cccc4Cl)c(C#N)c(=O)[nH]3)cc(=O)oc2c1 | 98.5 | 69.8 | 100.0 | 89.4 | 95.9 | 99.1 | 103.4 | 108.1 | 44.0
39 | O=C(Cc1c[nH]c2ccccc12)N=Nc1c(O)[nH]c2ccc(Cl)cc12 | 100.7 | 112.3 | 102.2 | 101.2 | 98.8 | / | 117.7 | 98.0 | 91.2

# Later entries
49) CSc1ccc2c3c(n(CCCn4ccnc4)c(=O)c2c1)-c1ccccc1C3=O
50) COc1ccc(-c2csc(NNc3nc(-c4ccc(F)cc4)c(C#N)c(N4CCOCC4)n3)n2)cc1
51) O=C1NCCN(C(C(=O)NC23CC4CC(CC(C4)C2)C3)c2c[nH]c3ccccc23)C(=O)c2ccccc21 (stereo not drawn)
52) COc1nc(OC)nc(-c2cc(-c3cc(OC)c(OC)c(OC)c3)no2)n1
53) Cc1ccccc1CC1c2[nH]c3ccccc3c2CCN1C (stereo not drawn)
54) CC1=CC(=Nc2cc(Br)c(O)c(Br)c2)C=CC1=O
55) CC(=O)c1c(NS(=O)(=O)c2ccc(N)cc2)c(-c2ccccc2)n(C)c1C
56) COc1cc2c(c(OC)c1OC)C(=O)CC(c1cccc(NC(=O)c3cccc([N+](=O)[O-])c3)c1)O2 (stereo not drawn)
57) O=C(Cc1ccc(/C=C/C(=O)c2ncccn2)cc1)Nc1ccccc1

assay / entry,49,50,51,52,53,54,55,56,57
NCI/ADR-RES,35.4,95.1,92.3,98.9,95.4,99.4,93.5,14.5,103.2
HT29,27.1,88.2,91.6,100.0,89.0,114.6,99.9,34.7,94.9
NCI-H322M,71.7,93.3,92.2,115.4,86.8,113.2,101.1,63.3,100.8
HCT-116,10.6,99.8,78.2,104.6,96.5,109.0,93.3,16.4,83.5
HCT-15,61.1,95.9,91.0,103.1,100.6,117.8,115.4,16.9,97.8
NCI-H226,69.2,85.4,92.5,92.8,112.7,101.1,103.3,38.4,98.5
COLO 205,57.9,102.4,97.8,/,92.7,108.9,103.2,51.8,106.1
NCI-H460,11.5,103.3,101.4,100.8,100.7,112.1,105.3,35.4,100.6
NCI-H522,19.3,85.2,69.1,95.7,/,99.0,99.7,-7.5*,91.9

# Some of the entries above, set out differently:
# Screens in order – NCI/ADR-RES	HT29	NCI-H322M	HCT-116	HCT-15	NCI-H226	COLO 205	NCI-H460	NCI-H522
53. Cc1ccccc1CC1c2[nH]c3ccccc3c2CCN1C (stereo not drawn)
→ 95.4	89.0	86.8	96.5	100.6	112.7	92.7	100.7	/
33. Nc1nc(-c2ccccc2)c(N=Nc2ccc(Cl)cc2[N+](=O)[O-])s1
→ 101.5	100.4	94.2	97.1	94.4	77.4	101.3	105.1	82.7
27. N#Cc1c(-c2ccc(Cl)cc2)n(O)c2ccccc12
→ 2.7*	82.8	/	12.9	22.6	75.7	115.4	9.1*	10.7

# An unsorted share of the library; overall some 12% were active at least once.
